PLAP inhibitors HTS = PLAP enzyme inhibitors, biochemical, luminescence, HTS (AID 690); Alkaline phosphatase, placental type (Homo sapiens); purified PLAP, luminescent substrate; higher % means a stronger effect; inhibition, % at 20 µM; hits with a dose series show IC50 in µM; 96,000 tested, 0.08% active; in the data active = a potency from the dose series; inactive = the rest, 99 in 100 with inhibition below about 30%; also: strong numbers were not always called active
IL1B NFkB pot = enhancers of NFkB p65 translocation in HUVEC – imaging, IL-1B stimulus, high-content imaging, primary screen | HUVEC IL-1B NFkB p65 nuclear translocation imaging | activation, % at 2 µM | 94,000 tested, 0.3% active;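 active = activation above 40%, about the mean plus 3 SD, also judged a hit on visual image review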;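 also: percent activation is computed from the nuclear over cytoplasmic p65 intensity ratio; values of inactives mirror those of a sister screen read the other way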
MRP resist rev = reversal of MRP1-mediated doxorubicin resistance, primary screen, H69AR cells, doxorubicin co-treatment; AID 602, 2007; H69AR cells + 2 uM doxorubicin, CellTiter-Glo, 72 h; differential viability (reversal), % at 10 µM; 85,000 tested, 0.04% active;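 active = viability drop by adding the cancer drug above about 55%, with treated viability meeting a 40% cutoff, limit read from the data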;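 also: viability without doxorubicin minus viability with 2 µM doxorubicin for each compound; larger differential means the compound sensitizes cells more to doxorubicin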
Bcl-B TR3 displacers = displacers of TR3 peptide from Bcl-B, primary screen, selectivity assay for Bfl-1 inhibitor project, biochemical, fluorescence polarization. Bcl-2-like protein 10 (Homo sapiens). FP displacement of FITC-TR3 peptide from Bcl-B; higher % means a stronger effect. one-dose displacement, % at 20 µM; IC50 in µM for titrated hits. 96,000 tested, 0.11% active;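 active = displacement above 50% at 20 µM plus a fluorescence interference ratio under 1.5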;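 also: plate controls were wells without compound for no effect and wells lacking Bcl-B protein for full effect; a part of the inactive calls stands beside numbers as strong as those of hits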
NFkB transloc inh = inhibitors of IL-1B driven NFkB p65 nuclear import, primary screen, imaging, HUVEC, IL-1B stimulus, high-content imaging | HUVEC IL-1B NFkB p65 nuclear translocation imaging | inhibition, % at 2 µM | 94,000 tested, 0.43% active;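 active = inhibition above about 30% together with a positive call from visual inspection of the well image, limit read from the data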;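 also: nuclear over cytoplasmic p65 intensity ratio measured by imaging; 0% = IL-1B stimulated DMSO wells and 100% = unstimulated DMSO wells; values of inactives mirror those of a sister screen read the other way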
MRP resist rev cytotoxicity = second read-out of MRP resist rev, no call of its own (marks repeat the call); viability, %; H69AR cells, CellTiter-Glo, 72 h; measured here: cytotoxicity without doxorubicin
MRP resist rev with doxorubicin = second read-out of MRP resist rev, no call of its own (marks repeat the call); viability, %; measured here: viability with 2 uM doxorubicin; hits give low values
NFkB transloc inh cell count 2 µM = recorded beside NFkB transloc inh, whose call it bears; cell count; measured here: cells passing quality filter;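 raw number of nuclei counted in each imaged well without normalization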
IL1B NFkB pot cell count 2 µM = recorded beside IL1B NFkB pot, whose call it bears; cell count; measured here: cells passing quality filter
* hit, by the source's call; . = not tested or not shown. Not all compounds are listed (hit frequency here may not be typical).

SMILES	PLAP inhibitors HTS	IL1B NFkB pot	IL1B NFkB pot cell count 2 µM	MRP resist rev	MRP resist rev cytotoxicity	MRP resist rev with doxorubicin	Bcl-B TR3 displacers	NFkB transloc inh	NFkB transloc inh cell count 2 µM
CCOC(=O)C1=C(C)NC2(O)c3ccccc3C(=O)C12O (stereo unspecified)	-2%	-3	150	22	113	91	14%	3	150
Cc1cc([N+](=O)[O-])nn1CC(=O)NCc1cccs1	8%	-6	162	.	.	.	-9%	6	162
CC(c1nnnn1C1CCCCC1)N(Cc1ccccc1)Cc1cccnc1 (stereo unspecified)	.	-1	106	.	.	.	.	1	106
CCCc1cc(=O)oc2cc(OCc3nn[nH]n3)ccc12	-1%	18	113	2	102	100	-11%	-18	113
Cc1ccc(C(=O)N2CCN(C3c4cccc5cccc(c45)C3NS(=O)(=O)c3ccccc3)CC2)cc1 (stereo unspecified)	-26%	-8	175	21	74	53	9%	8	175
Cc1cc(C)c2c(C)nn(-c3ccccc3)c2n1	16%	6	74	11	98	87	-1%	-6	74
O=C(CN1C(=O)NC2(CCCCCCC2)C1=O)NCc1ccc2c(c1)OCO2	15%	-15	148	.	.	.	-5%	15	148
CCCc1cc(=O)[nH]c(SCC(=O)N(Cc2ccccc2)C(C)C)n1	-38%	-5	136	3	76	74	-10%	5	136
O=C(c1ccc(Cl)cc1)N1CCN(c2ccc(F)cc2)CC1	.	9	140	15	90	75	.	-9	140
CCc1nc(OCCN(CC)CC)c2oc3ccccc3c2n1	-37%	-5	98	12	92	81	-4%	5	98
Cn1c(=O)c2nc(-c3ccccc3)oc2c2ccccc21	5%	15	101	-9	48	57	0%	-15	101
CCOC(=O)Cc1cc(=O)n(-c2nc3ccccc3s2)[nH]1	-87%	.	.	-4	70	74	-56%	.	.
COC(=O)c1cc(Br)c(=O)n(CCc2ccc(O)cc2)c1	15%	8	165	12	86	74	-2%	-8	165
c1ccc(CN2c3ccccc3-c3nc4ccccc4n3C2c2ccccn2)cc1 (stereo unspecified)	-28%	8	181	-19	32	51	7%	-8	181
CCNc1nc(OC)nc(SCC(N)=O)n1	13%	5	153	4	92	88	-6%	-5	153
Cc1ccc(N=N/C(=C\O)C(=O)c2ccncc2)cc1	-19%	12	178	-4	98	102	-7%	-12	178
Cc1nn(-c2ccc(C(=O)O)cc2)c(=O)c2ccccc12	7%	4	195	.	.	.	-4%	-4	195
O=c1oc2cc(Cl)ccc2n1CSc1nc2ccccc2s1	86µM*	8	186	-8	46	54	0%	-8	186
CC(C)CNS(=O)(=O)c1ccc2c(c1)OCCO2	19%	-12	139	1	96	95	2%	12	139
CCCOc1nc2c(c(=O)n(C)c(=O)n2C)n1CCC	-31%	.	.	8	83	75	2%	.	.
Cc1cccc2c1nc(-c1ccccc1)n1nnnc21	4%	.	.	8	87	79	-14%	.	.
Cc1cccc(-n2nnnc2SCC(=O)NCCN2C(=O)CSC2=O)c1	-21%	10	188	-13	71	84	1%	-10	188
O=C(CN1C(=O)CCS(=O)(=O)c2ccccc21)Nc1ccc2c(c1)OCCO2	.	14	134	-1	104	105	.	-14	134
O=C(CSc1nnc(C2COc3ccccc3O2)o1)NC1CCCCC1 (stereo unspecified)	-12%	.	.	-5	92	97	-1%	.	.
CCOc1cc(C#N)c(NC(=O)c2ccco2)cc1OCC	-14%	36	129	-23	31	54	-8%	-36	129
Cc1ccc(C2C(C(=O)c3sc(-c4ccccc4)nc3C)=C(O)C(=O)N2CCN(C)C)o1 (stereo unspecified)	.	2	158	3	91	88	.	-2	158
Cc1cccc(NC(=O)c2c(F)c(F)c(F)c(F)c2F)c1	1%	4	159	-20	49	68	-1%	-4	159
CC1CCN(C(=O)CSc2nncn2-c2ccccn2)CC1	-7%	6	162	-3	92	95	15%	-6	162
N#Cc1c(NC(=O)CSc2nc(N)cc(=O)[nH]2)sc2c1CCCCCC2	2%	-10	97	6	79	73	-6%	10	97
COc1ccc(CNCC(O)(c2ccc(Cl)cc2)c2ccc(Cl)cc2)cc1	28%	1	111	.	.	.	-5%	-1	111

Compounds above with an aryl methoxy group (two):
SMILES	PLAP inhibitors HTS	IL1B NFkB pot	IL1B NFkB pot cell count 2 µM	MRP resist rev	MRP resist rev cytotoxicity	MRP resist rev with doxorubicin	Bcl-B TR3 displacers	NFkB transloc inh	NFkB transloc inh cell count 2 µM
CCNc1nc(OC)nc(SCC(N)=O)n1	13%	5	153	4	92	88	-6%	-5	153
COc1ccc(CNCC(O)(c2ccc(Cl)cc2)c2ccc(Cl)cc2)cc1	28%	1	111	.	.	.	-5%	-1	111

Next entries
SMILES	PLAP inhibitors HTS	IL1B NFkB pot	IL1B NFkB pot cell count 2 µM	MRP resist rev	MRP resist rev cytotoxicity	MRP resist rev with doxorubicin	Bcl-B TR3 displacers	NFkB transloc inh	NFkB transloc inh cell count 2 µM
COC(=O)c1cc(F)c(-n2cncn2)c(F)c1	15%	12	136	.	.	.	-15%	-12	136
Oc1oc(-c2ccccc2)nc1C=Nc1cccc2ccccc12	-6%	-2	176	-28	20	49	67%	2	176
Cc1ccc(S(=O)(=O)N2CCN(S(=O)(=O)c3ccc(C)cc3)C3OCCOC32)cc1 (stereo unspecified)	16%	6	129	9	82	73	5%	-6	129
Cc1cc2nc(-c3ccc(SCC(=O)N4CCOCC4)nc3)[nH]c2cc1C	15%	16	163	3	28	25	1%	-16	163
CCC(C)(C)NC(=O)C(c1cccs1)N(CC1CCCO1)C(=O)Cn1nnc2ccccc21 (stereo unspecified)	-1%	3	179	-10	77	87	6%	-3	179
CCOC(=O)C1CCCN(C(=O)c2ccccc2SCCOC)C1 (stereo unspecified)	-42%	-7	109	-4	85	90	-8%	8	109
CN1Cc2cc(C(=O)c3ccccc3O)cnc2NC1=O	-15%	2	182	-33	25	57	20%	-2	182
CCCc1nnc(SCC(=O)N2CCCCC2)n1CCCOC	-12%	-15	166	5	97	92	0%	15	166
COc1cccc(CNCC(O)(c2ccc(Cl)cc2)c2ccc(Cl)cc2)c1	16%	5	146	.	.	.	-6%	-5	146
O=C(CSc1ccccc1)N1CCN(c2ccccc2)CC1	.	-18	95	12	97	85	.	18	95
COc1cc(NC(=O)Cc2c(C(=O)O)[nH]c3ccccc23)cc(OC)c1OC	-14%	0	151	.	.	.	0%	0	151
O=C(CSc1nnnn1C1CCCCC1)Nc1nc2c(s1)CCCC2	-18%	11	158	-22	49	71	-5%	-11	158
COc1ccc(S(=O)(=O)NCc2ccncc2)cc1OC	6%	.	.	-3	67	71	-15%	.	.
O=C(c1cc(-c2cccs2)on1)N1CCCCC1	12%	-1	193	10	97	87	-17%	1	193
Cc1nc(NC(=O)CSc2nnc(C)n2CC2CCCO2)sc1C (stereo unspecified)	-33%	10	129	-3	87	90	4%	-10	129
CCOC(=O)c1[nH]cc(-c2ccccc2)c1N1CCOCC1	1%	-10	116	28	92	64	0%	10	116
CCOC(=O)CNS(=O)(=O)c1cc(-c2n[nH]c(=O)c3ccccc23)ccc1C	-8%	-7	82	4	87	82	-4%	7	82
CCNC(=O)c1sc(=S)n(-c2ccc(C)cc2)c1N	6%	-12	185	11	97	86	-5%	12	185
O=C(CSc1nnnn1C1CC2CCC1C2)Nc1ccnc2ccccc12 (stereo unspecified)	9%	.	.	0	93	94	-2%	.	.
Cc1ccc(NC(=O)CSc2nnc(-c3ccncc3)n2N)cc1C	18%	6	127	12	95	83	-1%	-6	127
COc1ccc(C(=O)N2CCC(C(=O)Nc3ccc(OC)c(OC)c3)CC2)cc1	-82%	2	57	17	92	75	-9%	0	57
CCn1c(COc2ccc(C)cc2)nnc1SCc1nc2ccccc2[nH]1	-59%	-2	155	-8	90	98	11%	2	155
N#Cc1c(-c2ccccc2)nc(N2CCCCCC2)[nH]c1=O	-23%	5	163	-3	70	73	-3%	-5	163
O=C(N/N=C/c1cc2c(cc1[N+](=O)[O-])OCO2)c1ccccn1	.	6	159	.	.	.	.	-6	159
Cc1cc(=O)n(C(NC(=O)c2ccccc2)C(=O)c2ccccc2)cn1 (stereo unspecified)	.	-7	132	-17	86	102	.	7	132
O=C(N/N=C/c1ccc2c(c1)OCO2)C1COc2ccccc2O1 (stereo unspecified)	17%	9	137	.	.	.	-5%	-9	137
O=C(c1cnccn1)N1CCN(c2ccccc2)CC1	16%	10	169	.	.	.	-9%	-10	169
COc1ccc(C(=O)Nc2nc(C)c(C)s2)cc1OC	-19%	-1	156	5	81	76	25%	1	156
COc1ccc(C2NC(=O)C(C)S2)cc1 (stereo unspecified)	14%	18	114	-1	99	99	-5%	-18	114
CCOc1ccc(N(CC)C(=O)CCNC(=O)Cn2ccc3ccccc3c2=O)cc1	-13%	-11	140	.	.	.	2%	11	140

An excerpt from above, reduced to MRP resist rev cytotoxicity.
SMILES | MRP resist rev cytotoxicity
CCOC(=O)CNS(=O)(=O)c1cc(-c2n[nH]c(=O)c3ccccc23)ccc1C | 87
CCNC(=O)c1sc(=S)n(-c2ccc(C)cc2)c1N | 97
O=C(CSc1nnnn1C1CC2CCC1C2)Nc1ccnc2ccccc12 (stereo unspecified) | 93
Cc1ccc(NC(=O)CSc2nnc(-c3ccncc3)n2N)cc1C | 95
COc1ccc(C(=O)N2CCC(C(=O)Nc3ccc(OC)c(OC)c3)CC2)cc1 | 92
CCn1c(COc2ccc(C)cc2)nnc1SCc1nc2ccccc2[nH]1 | 90
N#Cc1c(-c2ccccc2)nc(N2CCCCCC2)[nH]c1=O | 70

The list goes on.
SMILES	PLAP inhibitors HTS	IL1B NFkB pot	IL1B NFkB pot cell count 2 µM	MRP resist rev	MRP resist rev cytotoxicity	MRP resist rev with doxorubicin	Bcl-B TR3 displacers	NFkB transloc inh	NFkB transloc inh cell count 2 µM
Cc1cc(-n2c(C)cc(C(=O)CSc3nc4ccccc4c(=O)n3Cc3ccco3)c2C)no1	6%	3	185	9	83	74	2%	-3	185
COc1ccccc1N1CCN(C(=O)c2cc(-c3ccc(Br)cc3)on2)CC1	-12%	13	66	5	71	66	10%	-13	66
Cc1ccc(CNc2ccc3c(c2)ncn3C)cc1	13%	-3	106	15	98	83	-2%	3	106
CCC(=O)Nc1ccc2c(c1)ncn2-c1ccc(OC)cc1	.	-3	60	11	101	90	.	3	60
O=C(NCc1cccs1)c1cnn2cccnc12	11%	2	108	-1	90	92	-4%	-2	108
O=C(Oc1c(Cl)cc(Cl)c2ccccc12)N1CCCC1	-2%	6	177	4	74	70	-3%	-6	177
O=C(NCCc1cccc(F)c1)[C@@H]1CSC2c3ccccc3C(=O)N21 (stereo partly specified)	17%	-1	195	6	91	85	2%	1	195
OCC1(CO)COC2(CCCC2)N1	-44%	3	103	8	90	81	3%	-4	103
Nc1sc2c(c1C(=O)c1ccccc1)CCCC2	9%	7	102	.	.	.	-18%	-7	102
OC1(c2cccc(C(F)(F)F)c2)CCN(Cc2nnnn2CCc2ccccc2)CC1	.	5	162	16	93	76	.	-4	162
CS(=O)(=O)N(CC(=O)N1CCCCC1)C1CCCCC1	-7%	18	123	-19	89	108	3%	-18	123
CCOC(=O)C(CCOc1cccc(CC)c1)C(=O)OCC	-19%	-16	63	17	106	89	-4%	16	63
Cc1ccc2cc3cc(C(=O)N4CCN(Cc5ccccc5)CC4)sc3nc2c1	-9%	14	158	24	100	76	-3%	-14	158
C=CCn1c(SCC(=O)c2ccccc2)nnc1-c1cc2ccccc2o1	-39%	.	.	-3	91	94	-20%	.	.
CCN(CC)Cc1csc2ccc(Br)cc12	-12%	13	143	.	.	.	-2%	-13	143
CCCCCCOC(=O)C(C#N)c1nc2ccccc2nc1N1CCCCC1 (stereo unspecified)	-12%	-2	162	10	88	77	20%	2	162
CCc1nc(N)nc2c1C(=O)CC(C)(C)C2	4%	0	121	1	79	78	7%	0	121
COc1ccc(CNC2CCCCC2)cc1	32%	-7	91	2	86	84	-4%	7	91
COC(=O)C1CCN(C(=O)CCC2CCCCC2)CC1	0%	5	176	8	96	87	13%	-5	176
Cc1nc(NCc2ccccc2)[nH]c(=O)c1CCC(C)C	5%	1	104	2	81	79	1%	-1	104

Source: PubChem (several laboratories)
